FLuc modulator = counter-screen for miR-21 project: firefly luciferase inhibitors or activators. P08659. purified FLuc, Km substrates, luminescence inhibition. Potency, µM (top dose mostly 57.5 µM), for the others: at the highest dose activity change, negative = inhibition, hits mostly inhibitors. 360,000 tested, 6.9% active;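 further: potency means the concentration at half of the fitted maximal effect; plate controls were vehicle for no effect and reference inhibitor for full effect; nearly all actives have a fitted effect of over 55% in size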
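Purified P. pyralis luciferase, 10 nM final, with Km-level 10 uM D-luciferin and 10 uM ATP in 50 mM Tris acetate pH 7.5, 10 mM Mg acetate, 0.01% Tween-20, 0.05% BSA; 6-point qHTS titration about 60 µM downward; luminescence read.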
ELG1 repair inh = inhibitors of ELG1-dependent DNA repair in HEK293T cells | HEK293T ELG1-luciferase reporter, luminescence, 16 h; DNA damage induced by 5-fluorouridine | Potency, µM (highest dose often 46.1 µM), inactives show top-dose activity change, negative = inhibition, actives largely listed as inhibitors | 330,000 tested, 2.3% active | AID 504467; further: potency means the concentration at half of the fitted maximal effect; on the % scale 0 is the no-effect control and ±100 the full control effect; nearly all actives have a fitted effect of over 55% in size
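Cells (2,000 per well) received 5-fluorouridine plus test compound or DMSO and were incubated 16 hr at 37 °C, 5% CO2. Luciferase activity was read by luminescence 30 min after ONE-Glo addition; signal suppression marked inhibition of damage-induced ELG1 function.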
Mito fusion yeast = mitochondrial division inhibition or fusion activation; Potency, µM (top dose mostly 46.1 µM), inactives show at the top dose growth rescue (activation), most hits filed as activators; S. cerevisiae fusion-defective mutant growth rescue, CellTiterGlo 48 h; AID 485298; 320,000 tested, 0.23% active;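 further: potency means the concentration at half of the fitted maximal effect; % of control where 0% means no effect; nearly all actives have a fitted effect of over 45% in size; temperature-sensitive fusion mutants such as fzo1-1 at 37 °C on non-fermentable ethanol glycerol medium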
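Temperature-sensitive fusion-defective S. cerevisiae (e.g. fzo1-1, mgm1-5) were grown with compound in YPEG medium (3% ethanol, 3% glycerol) for 48 hours at 37C. Growth rescue was measured as viability by CellTiterGlo luminescence after 10 minutes at ambient.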
VP16 counter = inhibits Gal4-VP16 luciferase reporter, ROR gamma counter-screen; Potency, µM (highest dose often 53.6 µM), without a hit: at the highest dose activity, negative = inhibition, most hits filed as inhibitors; 310,000 tested, 3.5% active; AID 2546; Drosophila S2 Gal4-VP16 UAS-luciferase, luminescence, 20 h;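 further: Gal4-VP16 expression switched on by copper sulfate through the metallothionein promoter; potency means the concentration at half of the fitted maximal effect; on the % scale 0 is the no-effect control and ±100 the full control effect; nearly all actives have a fitted effect of over 50% in size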
KCNH2 3.1 inh = inhibitors of human KCNH2 3.1 potassium channel isoform; U2OS KCNH2 3.1, thallium flux FluxOr; stronger effect = lower value; activity change, % (tested at about 1.8 µM); 340,000 tested, 0.95% active; AID 720553;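 active means maximum activity change below -70%; inconclusive means maximum activity change from -70% to -50%; inactive means maximum activity change above -50%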;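 further: thallium influx rate constant from kinetic fluorescence after stimulation buffer; on the % scale 0 is the no-effect control and ±100 the full control effect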
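We transduce U2OS cells with the mutant 3.1 virus, culture them overnight, load FluxOr with Red40 quencher for 45 min, then add stimulation buffer and read kinetically for 2 min to derive a normalized rate constant.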
Rab9 promoter act = activators of Rab9 promoter. Huh7 Rab9 promoter-luciferase reporter, luminescence, 24 h. Potency, µM (series often up to 9.22 µM), for the others: at the highest dose activation, negative = inhibition, most hits filed as activators. 320,000 tested, 2.8% active. AID 485297; further: potency means the concentration at half of the fitted maximal effect; % of control where 0% means no effect; nearly all actives have a fitted effect of over 60% in size
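Huh7 cells stably carrying a Rab9 promoter-luciferase reporter, 1500 cells per well in OP-MEM I with 10% FBS, treated with compound 24 hours at 37C. Luciferase activity read by luminescence after 10 minutes with Amplite reagent.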
Menin MLL FP TR = menin-MLL binding inhibition, Texas Red mutant peptide. 270,000 tested, 0.23% active. O00255. Potency, µM (titrated, usually from 61.6 µM), for inactives: at the highest dose FP activity change, negative = inhibition, usual class: inhibitors. Menin + Texas Red MLL mutant peptide, fluorescence polarization; active means well fitted inhibition curve with a large enough effect in the polarisation, with a control signal flat, not every such curve was filed as active; inconclusive means small, poorly fitted or top-dose-only effect, or effect the other way, or a change in a side signal; inactive means no such curve, though single readings can be large or run the other way; the % refers to the polarisation; further: potency means the concentration at half of the fitted maximal effect; % of control where 0% means no effect; many of its hits are not listed in these tables
Target sequence (O00255 whole entry, looked up): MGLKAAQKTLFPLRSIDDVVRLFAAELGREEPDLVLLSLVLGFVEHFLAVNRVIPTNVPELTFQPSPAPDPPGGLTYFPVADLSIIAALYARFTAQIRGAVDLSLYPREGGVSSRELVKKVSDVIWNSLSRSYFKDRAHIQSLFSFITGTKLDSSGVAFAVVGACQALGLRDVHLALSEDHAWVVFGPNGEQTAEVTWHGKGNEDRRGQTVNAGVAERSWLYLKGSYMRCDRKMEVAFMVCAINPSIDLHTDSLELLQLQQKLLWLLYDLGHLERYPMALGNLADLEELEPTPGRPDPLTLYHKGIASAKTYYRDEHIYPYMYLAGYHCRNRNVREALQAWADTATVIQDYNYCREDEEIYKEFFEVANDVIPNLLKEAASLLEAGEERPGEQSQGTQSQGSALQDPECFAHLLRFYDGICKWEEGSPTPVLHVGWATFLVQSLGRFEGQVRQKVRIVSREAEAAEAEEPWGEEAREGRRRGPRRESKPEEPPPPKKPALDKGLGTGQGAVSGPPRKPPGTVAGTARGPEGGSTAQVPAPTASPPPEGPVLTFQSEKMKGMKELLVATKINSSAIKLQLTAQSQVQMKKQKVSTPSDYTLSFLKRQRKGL
PKM2 activator = increases activity of human pyruvate kinase M2; P14618; purified PKM2, Kinase-Glo ATP luminescence, activation; response scale: 0% is enzyme alone, no compound; Potency, µM (titrated, usually from 57.5 µM), for inactives: at the top dose activation, hits mostly activators; 260,000 tested, 0.34% active; AID 1631; further: potency means the concentration at half of the fitted maximal effect; on the % scale 0 is the no-effect control and ±100 the full control effect; nearly all actives have a fitted effect of over 55% in size
Target sequence (P14618 whole entry, looked up): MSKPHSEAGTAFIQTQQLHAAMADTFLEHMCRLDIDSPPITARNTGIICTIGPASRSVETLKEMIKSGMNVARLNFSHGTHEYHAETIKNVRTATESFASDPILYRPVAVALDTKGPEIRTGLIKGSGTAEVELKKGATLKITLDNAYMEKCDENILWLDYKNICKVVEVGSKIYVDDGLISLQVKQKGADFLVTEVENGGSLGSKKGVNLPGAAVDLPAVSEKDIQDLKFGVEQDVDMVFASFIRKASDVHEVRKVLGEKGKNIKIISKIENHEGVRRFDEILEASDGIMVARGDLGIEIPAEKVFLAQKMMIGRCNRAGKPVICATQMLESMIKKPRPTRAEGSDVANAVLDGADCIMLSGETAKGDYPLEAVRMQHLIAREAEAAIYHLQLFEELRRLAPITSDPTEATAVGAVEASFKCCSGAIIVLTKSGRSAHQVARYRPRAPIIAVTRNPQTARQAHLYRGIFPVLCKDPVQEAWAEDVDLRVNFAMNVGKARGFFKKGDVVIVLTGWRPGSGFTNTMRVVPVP
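Purified hPK-M2 (>95%) run at intermediate activity with 0.1 mM ADP and 0.5 mM PEP in 50 mM imidazole pH 7.2, KCl, MgCl2; 1 h room temperature. ATP formed read by Kinase-Glo luminescence; normalized to uninhibited and no-enzyme controls.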
NPC1 prom act = activates the NPC1 promoter; Potency, µM (doses to about 9.22 µM), for inactives: at the highest dose activation, hits mostly activators; Huh7 NPC1 promoter luciferase reporter, 24 h; AID 485313; 320,000 tested, 2.4% active;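 further: potency means the concentration at half of the fitted maximal effect; % of control where 0% means no effect; nearly all actives have a fitted effect of over 60% in size; reporter is driven by a mutant NPC1 promoter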
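Luciferase expression driven by the NPC1 promoter was measured in stably transfected Huh7 cells after a 24 h compound incubation, using a luciferase reagent and a luminescence read.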
MBNL1 CUG block = blocks human MBNL1 binding to CUG repeat RNA | Q9NR56 | TR-FRET MBNL1-His/biotin-(CUG)12 binding, 665/545 ratio | Potency, µM (titrated, usually from 57.5 µM), inactives show at the highest dose activity change, negative = inhibition, hits mostly inhibitors | 280,000 tested, 0.036% active; active means well fitted inhibition curve with a large enough effect in the signal ratio, with a control signal flat, not every such curve was filed as active; inconclusive means small, poorly fitted or top-dose-only effect, or effect the other way, or a change in a side signal; inactive means no such curve, though single readings can be large or run the other way; the % refers to the signal ratio; further: potency means the concentration at half of the fitted maximal effect; on the % scale 0 is the no-effect control and ±100 the full control effect
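Ratiometric TR-FRET (665 over 545 nm, excitation 340 nm) tracks disruption of MBNL1-His/biotin-(CUG)12 complex after 60 min at room temperature, with compounds at 92 nM to 58 uM final.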
RORgamma inh = blocks mouse ROR gamma transcriptional activity. P51450. Drosophila S2 Gal4-RORgamma UAS-luciferase reporter, 20 h. Potency, µM (top dose mostly 53.6 µM), inactives show at the top dose activity change, negative = inhibition, actives largely listed as inhibitors. 310,000 tested, 5.4% active. AID 2551; further: potency means the concentration at half of the fitted maximal effect; on the % scale 0 is the no-effect control and ±100 the full control effect; nearly all actives have a fitted effect of over 60% in size
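Luciferase reporter read in Schneider cells carrying Gal4-RORγ (mouse) and UAS-Photinus luciferase; cells given compound 1 h before 700 uM copper sulfate induction, then incubated 20 h at ambient temperature.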
Starred values were filed as active, the others as inactive; u = inconclusive; x = no result given; & = joins results of further samples; [ ] = dose if it differs, or a comment. Unless noted, the call rests on the fitted dose curve; in most records, active means well fitted curve in the direction sought with a large enough effect; inconclusive means small, poorly fitted or top-dose-only effect, or another doubt; inactive means no such curve, though single readings can be large; an effect the other way counts as inactive or inconclusive.

SMILES | FLuc modulator | ELG1 repair inh | Mito fusion yeast | VP16 counter | KCNH2 3.1 inh | Rab9 promoter act | Menin MLL FP TR | PKM2 activator | NPC1 prom act | MBNL1 CUG block | RORgamma inh
CCOC(=O)C1=C2c3ccc4ccccc4c3CC(C)(C)N2C(=O)C1=O | -18% | -7% | 15% | -18% | -8 | 0% | -6% | 25% | -1% | 14% | -3%
CCC(NC(=S)NC1CCCCC1)c1ccc(C)cc1 (stereo unspecified) | 1% | -27% | -17% | 5µM* | x | -1% | 12% | -1% | -3% | -8% | 2.8µM*
CCC(C)NC(=O)C1CCC(=O)N1Cc1ccc(C)cc1 (stereo unspecified) | -2% | -2% | -2% | -2% | 6 | 1% | u | 0% | -1% | -6% | -4%
Cc1ccsc1-c1nc(CN2CCN(C)C(=O)[C@@H]2C)c(C)o1 | -1% | -4% | -1% | -1% | -6 | 0% | 0% | -2% | -1% | 13% | -15%
COc1cccc(Nc2nnc(SCC3CCCCO3)s2)c1 (stereo unspecified) | 12µM* | u | 1% | -8% | -7 | 10% | 8% | 2% | 29% | -3% | -13%
CCOC(=O)C1=C(C)Nc2nc(SCC)[nH]c(=O)c2C1c1ccncc1 (stereo unspecified) | -8% | -8% | -6% | -17% | 6 | 0% | -18% | -5% | 2% | -2% | 3%
CC1=C(C(=O)OCc2ccccc2)C(c2ccc(C(F)(F)F)cc2)NC(=O)N1CCCCCC(=O)O (stereo unspecified) | -18% | 7% | 13% | -2%&4% | -3 | 1% | -15%&2% | 1%&-5% | -3% | 4% | 3%&-8%
NC(=O)c1cc(-c2ccccc2)nc(N2CCOCC2)n1 | -10% | u | 0% | -16% | x | -1% | 3% | 2% | -3% | -3% | -13%
O=c1oc2c(CN3CCOCC3)c(O)c(Cl)cc2c2c1CCCC2 | -4% | -13% | 7% | -4% | 8 | 7% | 2% | 1% | 5% | 159%[activator] | 11µM*
COCCCn1c(C)nc2c(c1=O)c1nc3ccccc3nc1n2CCc1ccccc1 | -2% | u | 2% | -7% | 2 | -5% | -9% | -26% | -3% | 17% | 4%
Cn1cncc1C(=O)c1ccccc1 | -1% | 0% | -1% | -2% | 11 | -6% | x | 0% | 3% | -6% | 4%
O=C(CCn1c(=O)c2cccn2c2ccc(F)cc21)NCCc1ccccc1 | 2%&-8% | u | 3% | 4% | -2 | 1% | x | x | -1% | 1% | u
N#Cc1ccccc1OCC(O)CS(=O)(=O)c1ccccc1 (stereo unspecified) | -5% | 4% | -5% | -22%[10 µM] | 8 | -2% | -9% | 1% | 1% | -13% | 22%
CCOC(=O)c1c(C)c(C(=O)NCc2cccnc2)c(C)n1CC | -3% | -11% | 1% | -1% | -5 | 2% | -21% | 1% | -3% | -14% | 22%
Cc1ccc2nc(NCCCO)nc(-c3ccccc3)c2c1 | 4% | -12% | -4% | 2% | -2 | -1% | -1% | 1% | -3% | 17% | -20%
Cc1ccc(S(=O)(=O)Nc2c(NC3CCCCC3)c3ccccc3oc2=O)c(C)c1 | 1% | 0% | -5% | -8% | -10 | -1% | x | x | 0% | 4% | -8%
O=C(N/N=C/c1cc(Br)c(O)c(Br)c1O)c1ccc2c(c1)OCCO2 | 7.6µM* | -7% | 0% | 3.2µM* | -5 | -36%[inhibitor] | u | 9% | -31%[inhibitor] | 20% | 4.5µM*
N#Cc1ccc(S(=O)(=O)N2CCC(N3CCCCC3)CC2)cc1 | 1% | 18% | -4% | -1% | 23 | 3% | 8% | 1% | -5% | -3% | 1%
CC1NC(=O)c2ccccc2-n2c1nc1cc(F)ccc1c2=O (stereo unspecified) | -2% | 9% | -4% | x | x | -3% | x | x | 0% | x | x
CC(OC(=O)C1CCN(S(=O)(=O)c2ccc(Cl)cc2)CC1)C(=O)N1CCc2ccccc21 (stereo unspecified) | 1% | -12% | 19% | 11% | 4 | 1% | x | -4% | -1% | -3% | 25%
Cc1c([N+](=O)[O-])cc(C(=O)Nc2ccc(Cc3ccncc3)cc2)cc1[N+](=O)[O-] | -16% | 10µM* | 18% | 0% | 3 | -1% | 3% | 4% | -3% | 13% | -24%
NC(=O)c1cc(S(=O)(=O)N2CCN(c3cccc(Cl)c3)CC2)cs1 | 2% | 17% | -13% | -10% | 6 | -1% | u | x | -5% | -4% | 0%
COc1ccc2c3c([nH]c2c1)C1CC2C(CC(O)C(OC)C2C(=O)O)CN1CC3 (stereo unspecified) | -1% | 17% | 0% | -3% | 0 | 1% | x | 1% | -3% | 11% | -19%
CCCn1c(CN2CCN(C(=O)OCC)CC2)nc2cc(NC(=O)C(C)C)ccc21 | 0% | u | 5% | -1% | 2 | -13% | -20% | x | -13% | 2% | -5%
Cc1ccc(Oc2ccc(-c3nc(N)nc(N)n3)cc2)cc1 | u | 2% | 22% | x | -6 | -3% | 15% | 4% | -3% | -1% | 0%[0.365 µM]
O=C(CN1C(=O)CSC1=O)NC1CCCCC1 | 0% | -3% | 1% | -4% | -6 | 2% | -4% | 6% | -2% | -1% | 0%
CCCN(CCC)S(=O)(=O)c1ccc(C(=O)NCc2ccco2)cc1 | 3% | 16% | -5% | 0% | 1 | 1% | -1% | -3%[11.5 µM] | -4% | -6% | 9%
O=C(CSC(=S)N1CCCC1)c1ccccc1 | 1.1µM* | u | -6% | u | 1 | 0.4µM* | -17% | -8% | 0.63µM* | -6% | 10µM*
C=C(C)COc1ccc(-c2ncncc2Oc2ccc(OC)cc2)c(O)c1 | -18% | -20% | 11% | u | -35 | 10% | 0% | 2% | 17% | -5% | 19%
O=S(=O)(/N=C(\c1ccccc1F)N1CCCCC1)c1ccccc1 | -1% | 2% | -1% | 17% | 6 | -2% | 8% | -1% | -3% | 0% | 8%
O=C(NC1CCCCC1)N1CCN(Cc2ccco2)CC1 | -9% | 15% | 1% | 4% | -8 | 12% | -14% | 4% | -1% | -5% | 1%
Cc1ccc2c(c1)C1CN(C)CCC1N2C(=S)NC(=O)c1ccc(Cl)cc1Cl (stereo unspecified) | 1% | -10% | -23% | 0.89µM* | -20 | -4% | x | -3% | -4% | -10% | 0.28µM*
COc1ccccc1C(=O)NNC(=O)c1ccccc1 | 9.5µM* | u | 0% | u | 2 | u | -6% | -18% | 2.5µM* | 3% | 33%[1.91 µM]
CCc1ccc(OCc2nnc(SCCN3CCOCC3)n2C)cc1 | 1% | 4% | 0% | -1% | 6 | 3% | 3% | -5% | 13% | -13% | -1%[10 µM]
CCC(=NCc1ccccc1)c1c(C(F)(F)F)[nH]n(-c2nc3ccccc3s2)c1=O | 12µM* | u | 4% | -17% | 0 | 3% | -2% | 6% | 20% | -6% | 8.9µM*
COc1cc(/C=C(\C#N)c2ccccn2)cc(OC)c1O | -4% | -15% | -6% | -1% | 21 | -1% | x | 7% | -7% | 8% | 3%
COc1ccc(/C=C(/NC(=O)c2cccs2)C(=O)NCc2ccco2)cc1OC | 2% | -1% | 14% | -6% | -12 | -4% | -7% | 8% | -2% | u | 15%
Cc1nc(SCC(=O)Nc2ccc3c(c2)OCCO3)c2oc3ccccc3c2n1 | 0% | 9% | 2% | 1% | -49 | -5% | 3% | -3% | 2% | -3% | 0%
O=C(O)c1cc(N/N=C/c2ccc3c(c2)OCCO3)ccc1Cl | 1.1µM* | u | -4% | 11µM* | 8 | u | 0% | 2% | u | x | u
C=Cc1ccc(CN2CCCN(Cc3ccc(F)cc3)S2(=O)=O)cc1 | 5% | -3% | -14% | 3% | 2 | -6% | 18% | x | -4% | -2% | -11%
COc1ccc(OC)c(-n2c(O)cnc2Nc2nc(C)cc(C)n2)c1 | 2% | -2% | -1% | 3% | -3 | 2% | 9% | 0% | 1% | -13% | 4%
O=C([C@@H]1CCCN1C(=O)c1cccs1)N1CCN(S(=O)(=O)c2ccccc2F)CC1 | 0% | 9% | 0% | x | -18 | -7% | x | x | -1% | x | x
Cc1cc(=O)oc2cc(OCC(O)CN3CCN(c4ccc(F)cc4)CC3)ccc12 (stereo unspecified) | 6% | -12% | 1% | -1% | -16 | 8% | -3% | -5% | -1% | -4% | 2%
Cc1cc(Cl)ccc1Oc1ccc(C(N)=O)cc1[N+](=O)[O-] | 0% | x | 12% | 0% | 2 | -2% | 6% | 0% | -2% | 22% | -14%

Screening results: PubChem, National Center for Advancing Translational Sciences (NCATS)

This is a subset; count on the stated rates, not on these rows.
